Compound activity from PubChem.
NR2E3 ag-1 – agonists of human nuclear receptor NR2E3; GST-NR2E3/biotin-RetCOR TR-FRET, 1536-well; inhibition of corepressor binding, % at 4.78 µM; AID 2300; actives 0.12% (n = 320,000);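 active = percent inhibition above the cutoff of mean plus 3 SD of all tested compounds, set per screening campaign, cut at about 20% in these data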;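 note: 0% = DMSO wells and 100% = biotin wells as full block of FRET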
Target sequence (Q9Y5X4 whole entry, looked up): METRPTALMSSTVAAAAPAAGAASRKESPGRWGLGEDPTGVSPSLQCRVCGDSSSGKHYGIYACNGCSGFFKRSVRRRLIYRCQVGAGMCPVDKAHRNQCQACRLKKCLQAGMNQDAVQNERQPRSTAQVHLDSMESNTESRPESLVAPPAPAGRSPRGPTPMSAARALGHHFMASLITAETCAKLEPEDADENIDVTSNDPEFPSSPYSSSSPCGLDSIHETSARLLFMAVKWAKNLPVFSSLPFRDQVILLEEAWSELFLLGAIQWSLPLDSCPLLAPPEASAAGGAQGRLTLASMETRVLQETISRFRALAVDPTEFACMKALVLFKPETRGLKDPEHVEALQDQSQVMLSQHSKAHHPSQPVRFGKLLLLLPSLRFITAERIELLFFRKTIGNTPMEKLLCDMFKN
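System: GST-tagged NR2E3 plus biotinylated RetCOR corepressor; Amount: 1.35 nM GST-tagged NR2E3 final; Dosing: single nominal compound dose of 4.8 µM; Schedule: 5 h incubation at 4 °C; Technique: TR-FRET with europium anti-GST and streptavidin-D2, 340 nm excitation; Controls: biotin wells as high control, 0.6% DMSO wells as low control.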
MITF TRPM1 inh – MITF TRPM1 promoter inhibition in SK-MEL-5 cells; inhibition, % at 12.5 µM; SK-MEL-5 TRPM1 promoter luciferase, 24 h; actives 0.83% (n = 330,000);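 active = mean inhibition across replicates of 60% or more, whatever share of single replicates reaches that level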; note: values of inactives mirror those of a sister screen read the other way
HIF-2a block – blocks HIF-2a reporter activity. 786-0 RCC cells HIF-2a reporter, luciferase luminescence, overnight. inhibition, % at 18.8 µM. actives 0.72% (n = 360,000). AID 624352;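 active = inhibition of the luminescence signal of 40% or more relative to plate controls, in a single-dose primary screen at 18.75 µM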
Peg3 promoter – reduces Peg3 promoter-driven luciferase expression in HeLa | HeLa PEG-Prom luciferase reporter, luminescence, overnight | inhibition, % at 20 µM | actives 1.7% (n = 360,000) | AID 588405;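 active = inhibition of at least 50% at 20 µM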
C8 TRAIL sens – caspase-8 TRAIL sensitization. NB7+C8 cells + TRAIL, ATPlite viability luminescence. inhibition (viability loss, TRAIL sensitization), % at 10 µM. actives 1% (n = 360,000). AID 624354;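 active = compounds causing at least 50% loss of cell viability in the single-dose screen, relative to plate controls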
TWEAK-Fn14 inh – blocks TWEAK-Fn14 interaction in a reporter cell assay. TWEAK-stimulated Fn14 reporter cells, luciferase luminescence, 8 h. inhibition, % at 10 µM. actives 2% (n = 360,000). AID 1159606; in the data active = inhibition above about 50%
Shn3 3UTR inh – reduces Shn3 3'UTR luciferase signal in osteoblasts; Clone20 osteoblast Shn3 3'UTR firefly luciferase, 24 h; inhibition, % at 12.5 µM; actives 0.52% (n = 360,000);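 active = mean inhibition of at least 75% with every replicate also reaching 75%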;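 note: 0% = median of neutral control wells and 100% = pilot-screen positive control compound; some compounds past the cut are filed as inactive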
TROY NFkB inh – blocks TROY-dependent signaling in reporter cells | Q293 LMP1-TROYcd NF-kB luciferase reporter, 4 h | inhibition, % at 10 µM | actives 0.98% (n = 360,000) | AID 1347056;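 active = compounds whose plate-normalised and pattern-corrected inhibition of the luciferase reporter signal at the single screening dose is 50% or more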
CF NFkB inh – inhibitors of cystic fibrosis induced NF-kB. KKLEB NF-kB-GFP reporter, PAF-induced, GFP fluorescence overnight. inhibition, % at 5 µM. actives 0.86% (n = 360,000);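 active = at least 50% inhibition at 5 µM, scaled per plate between neutral and stimulator controls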;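 note: PAF is a Pseudomonas aeruginosa culture filtrate used as stimulus; plate controls were PAF-stimulated DMSO wells for no effect and unstimulated DMSO wells for full effect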
KKLEB cytotox – reduces viability of KKLEB cystic fibrosis airway cells | activity change (cytotoxicity), % at 5 µM | KKLEB CF airway cells viability, ATPlite luminescence, overnight; stronger effect = lower value; cells stimulated with P. aeruginosa culture filtrate | actives 0.36% (n = 360,000) | AID 602141;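 active = corrected activity change at or below -50% at 5 µM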
NR2E3 ag-2 – activates human NR2E3 receptor | actives 0.35% (n = 360,000) | CHO-S Gal4-NCOR/VP16-NR2E3 two-hybrid, luciferase | AID 602229 | inhibition of corepressor binding, % at 3.98 µM | Q9Y5X4;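 active = inhibition above the mean of all tested compounds plus 3 SD, cut at about 70% in these data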;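 note: 0% = DMSO with NR2E3 transfected cells and 100% = cells lacking NR2E3 construct; higher means lower luciferase signal from less NR2E3 corepressor binding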
* hit, by the source's call; / = not tested or not shown.

SMILES | NR2E3 ag-1 | MITF TRPM1 inh | HIF-2a block | Peg3 promoter | C8 TRAIL sens | TWEAK-Fn14 inh | Shn3 3UTR inh | TROY NFkB inh | CF NFkB inh | KKLEB cytotox | NR2E3 ag-2
Nc1nc(NC(=O)c2ccccc2)nn1-c1ccccc1 | 0 | -12 | -92 | -75 | -4 | -9 | -57 | -25 | 20 | -3 | -32
CCOc1ccccc1C1c2cc3c(cc2OC(C)(N2CCCC2)C1C)OCO3 (stereo not given) | 3 | 12 | 4 | 11 | 6 | 1 | -33 | -6 | 9 | -1 | -24
O=C(NCc1ccc(OC(F)(F)F)cc1)C1CCC(=O)N(C2CC2)C1 (stereo not given) | / | 0 | 8 | -21 | 3 | 11 | 4 | -10 | 23 | -1 | 1
CC(C)C(NC(=O)OCc1ccccc1)C(=O)OCC(=O)NC1CC1 (stereo not given) | 2 | 1 | 10 | 3 | 2 | -17 | 2 | -12 | 3 | 10 | -23
CCc1nnc(NC(=O)c2c(C)nn(-c3ccccc3)c2Cl)s1 | 0 | -27 | -101 | -52 | 3 | 7 | -30 | -37 | 12 | -3 | -34
COCC(C)NCc1ccc(OC)c(Br)c1 (stereo not given) | 2 | 0 | 18 | 6 | -1 | -12 | 6 | -7 | -4 | 1 | -7
COc1ccccc1NS(=O)(=O)c1cccc(C(=O)N2CCN(C(=O)c3ccco3)CC2)c1 | -1 | -10 | 17 | 6 | -10 | -10 | -8 | 1 | -1 | -3 | -5
CC(=O)Nc1ccc2c(c1)CCc1ccccc1-2 | -1 | -28 | -128 | -202 | 12 | -4 | -53 | -48 | -14 | 0 | -24
CCN1C(=O)C(=O)N(CC(=O)N2CCC(C)Sc3ccccc32)C1=O (stereo not given) | 1 | 4 | -5 | -6 | 5 | 2 | 7 | -4 | 3 | -25 | -28
Cc1cccc(NC(=O)CCC(=O)N/N=C/c2cccnc2)c1 | -1 | 9 | 6 | 14 | -5 | -8 | 20 | 25 | -15 | 13 | 12
O=C(CCCN1C(=O)c2ccccc2C1=O)NCCC1=CCCCC1 | -3 | 4 | 20 | 14 | -6 | -3 | 5 | 12 | 6 | 4 | -3
Cc1[nH]c2c(Cl)cccc2c1CCNC(=O)C1CCCCC1C(=O)OCC(F)(F)F (stereo not given) | -2 | -8 | -14 | -4 | -3 | -13 | -9 | 8 | 3 | 0 | 2
O=C(Nc1ccccc1[N+](=O)[O-])c1cccnc1Cl | -1 | 13 | 13 | -2 | -11 | -6 | -24 | 0 | 11 | -6 | -37
CCc1nc(C#N)c(N2CCOCC2)o1 | 0 | 2 | 13 | -4 | -8 | 0 | -4 | 2 | 3 | -8 | -8
CCOC(=O)c1cccc(NC(=O)CSc2nnc(CNc3ccc(C)cc3)n2CC)c1 | 3 | 1 | -177 | -29 | -14 | -20 | -22 | -18 | -4 | 6 | -50
CCOC(=O)c1nn(-c2ccccc2C)c2nc(Nc3ccccc3)cc(=O)n12 | -2 | 10 | 6 | -4 | -1 | -16 | 6 | -2 | -47 | 18 | 13
CN1CCN(CC#CC(C)(O)C2CC3C=CC2C3)CC1 (stereo not given) | 2 | -6 | 18 | 3 | -2 | 11 | -5 | 12 | 13 | 1 | -16
NC(=O)CSc1oc(-c2ccco2)nc1S(=O)(=O)c1ccc(Br)cc1 | -1 | 8 | 15 | 13 | 4 | 34 | 11 | -12 | 7 | 3 | 11
CCOC(=O)Cc1nnc(-c2ccccc2)o1 | 2 | -14 | -1 | -25 | -9 | -22 | -8 | -5 | -13 | -5 | 0
CCOC(=O)c1c(C)[nH]c(C2=NNC(=NC3CC3)SC2)c1C | -1 | 56 | 39 | 44 | 33 | 85* | 27 | 84* | 5 | 16 | 2
Cc1cccnc1NC(=O)c1ccco1 | / | 0 | 9 | -10 | 10 | 3 | -12 | 2 | -22 | 2 | -19
CCOc1ccccc1NC1=CC(=O)CC(c2ccccc2)C1 (stereo not given) | 1 | 13 | 13 | 16 | -3 | 7 | -8 | 10 | 2 | -1 | -20
CSc1ccccc1CNC(=O)C1(C)CCCN1CC(C)C (stereo not given) | / | / | 2 | 15 | -1 | 3 | -4 | 2 | 5 | -3 | 2
Cc1ccc(N(CC(=O)NC2CCCC2)C(=O)CCC(=O)Nc2nccs2)c(C)c1 | 2 | 7 | 19 | 0 | 34 | -14 | 3 | 3 | -3 | -3 | -28
O=C(NCCCN1CCC(Cc2ccccc2)CC1)C1CCN(S(=O)(=O)N2CCOCC2)CC1 | / | -13 | 11 | 8 | 2 | -1 | -8 | 6 | 4 | 1 | 8

Reprinted at random: 2 compounds from above, in no set order.
SMILES | NR2E3 ag-1 | MITF TRPM1 inh | HIF-2a block | Peg3 promoter | C8 TRAIL sens | TWEAK-Fn14 inh | Shn3 3UTR inh | TROY NFkB inh | CF NFkB inh | KKLEB cytotox | NR2E3 ag-2
CCN1C(=O)C(=O)N(CC(=O)N2CCC(C)Sc3ccccc32)C1=O (stereo not given) | 1 | 4 | -5 | -6 | 5 | 2 | 7 | -4 | 3 | -25 | -28
Nc1nc(NC(=O)c2ccccc2)nn1-c1ccccc1 | 0 | -12 | -92 | -75 | -4 | -9 | -57 | -25 | 20 | -3 | -32

(further entries)
SMILES | NR2E3 ag-1 | MITF TRPM1 inh | HIF-2a block | Peg3 promoter | C8 TRAIL sens | TWEAK-Fn14 inh | Shn3 3UTR inh | TROY NFkB inh | CF NFkB inh | KKLEB cytotox | NR2E3 ag-2
CCCc1nn(C(=O)c2ccccc2)c2c1C(=O)CC(C)(C)C2 | 0 | 10 | -6 | 10 | -17 | 44 | -1 | 37 | 4 | -1 | -4
CN(c1ccccc1C(=O)O)S(=O)(=O)c1ccc2c3c(cccc13)C(=O)N2 | 0 | -1 | 15 | -8 | -7 | 1 | -15 | -11 | -16 | 2 | -19
COC(=O)c1nn(-c2ccc(OC)cc2)ccc1=O | 1 | 7 | 11 | 5 | 0 | 26 | -10 | -5 | 14 | 5 | -11
COCc1nc2ccccc2n1CCOc1ccccc1OC | 0 | 8 | 11 | 9 | -19 | 13 | -18 | 5 | -12 | 4 | -28
COc1ccc(NC(=O)N2CCc3ccccc32)cc1 | 3 | -9 | -83 | -101 | 56* | 46 | -43 | -6 | -1 | -6 | -132
COc1cc(C(=O)NCCC(=O)NCCCN2CCCCC2)cc(OC)c1OC | 0 | -1 | 6 | -6 | -29 | 6 | -46 | -10 | 0 | 5 | 9
CC(=O)C1=C(O)C(=Cc2ccccc2)OC1=O | / | / | -16 | -29 | 21 | -4 | -10 | 5 | -1 | 0 | -27
CCc1cccc2c(SCC(=O)NCC3CCCO3)nc(-c3ccc(F)cc3)nc12 (stereo not given) | 0 | 0 | -13 | -37 | -18 | -31 | -71 | -7 | 14 | -14 | 3
CC1CN(C(=O)CCC(=O)NCc2ccc(F)cc2)c2ccccc2S1 (stereo not given) | 3 | / | 0 | -2 | -9 | 9 | 3 | -6 | -2 | -1 | -15
CN(C(=O)c1cnccn1)c1nnc(-c2cnccn2)s1 | -1 | 3 | -12 | 12 | -11 | -1 | 4 | -14 | -5 | -5 | -14
COc1ccc(OC)c(CN2CCCC(CO)C2)c1 (stereo not given) | -2 | 0 | 12 | -4 | -14 | 7 | 5 | 3 | 18 | 5 | 1
O=C1NC[C@@H](Cc2cccc3ccccc23)N(CCc2cc(C(F)(F)F)cc(C(F)(F)F)c2)C1=O | -1 | -9 | -19 | -24 | -13 | -5 | 3 | 9 | -2 | 11 | 6
COc1ccc(Nc2nc(NN)nc(C)c2[N+](=O)[O-])cc1 | -2 | 6 | 13 | 16 | -4 | -1 | 1 | 24 | -16 | 4 | 10
CSc1nc(C)cc(-n2cc(F)c(=O)[nH]c2=O)n1 | -3 | 11 | 20 | 5 | 4 | 5 | 1 | -10 | -13 | -2 | 2
O=c1c2c3c(sc2n2c(=S)[nH]nc2n1-c1ccccc1)CCC3 | 0 | 5 | 22 | 28 | -6 | -10 | 3 | -6 | 24 | -18 | -17
COc1ccc(NC(=O)Nc2cccc3c2O[C@@H](CN(C)CC2CCCCC2)[C@@H](C)CN([C@H](C)CO)C3=O)cc1 | / | -10 | -3 | -7 | -5 | 0 | -17 | 3 | 7 | 16 | 6
COc1cccc(/C=N/NC(=O)c2cnccn2)c1OC | -3 | 7 | -4 | 4 | 2 | 4 | -2 | -18 | 15 | -9 | 4
COc1ccc(OC)c(Nc2ncnc3sc(-c4ccccc4)cc23)c1 | 2 | -17 | -1 | -13 | 8 | 17 | 24 | -9 | 13 | 0 | -26
COc1ccc(NC(=O)CCSc2ccc(C)cc2)cc1S(=O)(=O)Nc1ccccc1Cl | 0 | 4 | 8 | 15 | 3 | 14 | 36 | 30 | -26 | -3 | -16
CCO[C@H]1OC(C(=O)NCc2nc3ccccc3[nH]2)=C[C@@H](c2ccc(Br)cc2)[C@@H]1CCCO | 1 | 5 | 8 | 13 | 8 | 4 | 21 | -12 | 4 | -13 | -22
COc1ccc2c(=O)c(-c3nc(C)cs3)coc2c1 | 0 | 7 | -7 | -28 | 66* | 79* | -6 | 23 | -39 | -8 | -117
O=C(N/N=C\c1ccc(F)cc1)c1csnn1 | 0 | -25 | -108 | -61 | -1 | -10 | -36 | -9 | 11 | -4 | -42

Entries listed so far that have an aryl thioether with sulfur outside any ring:
SMILES | NR2E3 ag-1 | MITF TRPM1 inh | HIF-2a block | Peg3 promoter | C8 TRAIL sens | TWEAK-Fn14 inh | Shn3 3UTR inh | TROY NFkB inh | CF NFkB inh | KKLEB cytotox | NR2E3 ag-2
CCOC(=O)c1cccc(NC(=O)CSc2nnc(CNc3ccc(C)cc3)n2CC)c1 | 3 | 1 | -177 | -29 | -14 | -20 | -22 | -18 | -4 | 6 | -50
NC(=O)CSc1oc(-c2ccco2)nc1S(=O)(=O)c1ccc(Br)cc1 | -1 | 8 | 15 | 13 | 4 | 34 | 11 | -12 | 7 | 3 | 11
CSc1ccccc1CNC(=O)C1(C)CCCN1CC(C)C (stereo not given) | / | / | 2 | 15 | -1 | 3 | -4 | 2 | 5 | -3 | 2
CCc1cccc2c(SCC(=O)NCC3CCCO3)nc(-c3ccc(F)cc3)nc12 (stereo not given) | 0 | 0 | -13 | -37 | -18 | -31 | -71 | -7 | 14 | -14 | 3
CSc1nc(C)cc(-n2cc(F)c(=O)[nH]c2=O)n1 | -3 | 11 | 20 | 5 | 4 | 5 | 1 | -10 | -13 | -2 | 2
COc1ccc(NC(=O)CCSc2ccc(C)cc2)cc1S(=O)(=O)Nc1ccccc1Cl | 0 | 4 | 8 | 15 | 3 | 14 | 36 | 30 | -26 | -3 | -16

An excerpt; rates above refer to the full screens.
